# Screens from PubChem.
# SKN-1 block: inhibitors of C. elegans SKN-1; 0.49% of 360,000 active; inhibition, % at 21.8 µM; C. elegans VP596 Pgst-4::GFP/RFP ratio, acrylamide-induced, 24 h; AID 624304;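 active means interference check ratio from 0.5 to 1.5 plus GFP to RFP signal ratio inhibition reaching or exceeding a fixed threshold, cut at about 30% in these data, passing the limit was not always enough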; further: some compounds called inactive have numbers as strong as hits
# Neddylation inh: blocks human cullin neddylation. P61081+Q13564. TR-FRET cullin neddylation, biochemical. calls only at 25 µM. 0.58% of 360,000 active. AID 651699; in the data active means inhibition above about 36%
# Target sequence (P61081 whole entry, looked up): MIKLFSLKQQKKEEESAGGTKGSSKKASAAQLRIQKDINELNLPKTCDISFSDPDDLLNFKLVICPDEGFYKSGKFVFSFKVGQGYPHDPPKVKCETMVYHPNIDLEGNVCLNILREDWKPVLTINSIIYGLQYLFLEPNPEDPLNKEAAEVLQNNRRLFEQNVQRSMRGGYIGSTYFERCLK
# Target sequence (Q13564 whole entry, looked up): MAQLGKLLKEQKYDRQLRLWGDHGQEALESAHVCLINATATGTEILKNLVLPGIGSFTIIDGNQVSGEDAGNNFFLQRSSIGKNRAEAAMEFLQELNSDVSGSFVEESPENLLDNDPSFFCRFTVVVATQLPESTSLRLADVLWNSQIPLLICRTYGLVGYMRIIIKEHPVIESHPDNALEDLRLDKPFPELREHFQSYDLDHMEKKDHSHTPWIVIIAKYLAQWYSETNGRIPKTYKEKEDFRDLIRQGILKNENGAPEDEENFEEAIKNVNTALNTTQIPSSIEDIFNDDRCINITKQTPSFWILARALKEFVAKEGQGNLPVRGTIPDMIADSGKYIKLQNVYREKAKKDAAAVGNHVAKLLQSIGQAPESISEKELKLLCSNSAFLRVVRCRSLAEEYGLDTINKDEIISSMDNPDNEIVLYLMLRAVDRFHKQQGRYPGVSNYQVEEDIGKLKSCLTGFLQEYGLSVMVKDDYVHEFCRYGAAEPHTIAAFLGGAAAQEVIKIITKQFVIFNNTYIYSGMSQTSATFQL
# Rin1-Abl PPI inh: blocks binding of human Rin1 to Abl | P00519+Q13671 | TR-FRET Rin1/Abl binding, biochemical | inhibition, % at 7.35 µM | 0.4% of 360,000 active; in the data active means inhibition above about 5%, passing the limit was not always enough
# MLLE-PAM2 inh: blocks PAM2 peptide binding to the PABP1 MLLE domain; P11940; GST-MLLE / FITC-PAM2 fluorescence polarization; inhibition, % at 20 µM; 0.36% of 360,000 active; in the data active means inhibition above about 35%, passing the limit was not always enough;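 further: plate controls were DMSO wells with GST-MLLE for no effect and wells lacking GST-MLLE protein for full effect; some results filed as inactive read as strong as hits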
# Rpn11 inh: blocks the human proteasome subunit Rpn11; O00487; human 26S proteasome, Ub4-pepOG fluorescence polarization; 20S core pre-blocked with epoxomicin; calls only at 20 µM; 0.59% of 360,000 active; AID 588493;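 active means inhibition at 20 µM, scaled to each plate's controls, above about 33%, limit read from the data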
# Target sequence (O00487 whole entry, looked up): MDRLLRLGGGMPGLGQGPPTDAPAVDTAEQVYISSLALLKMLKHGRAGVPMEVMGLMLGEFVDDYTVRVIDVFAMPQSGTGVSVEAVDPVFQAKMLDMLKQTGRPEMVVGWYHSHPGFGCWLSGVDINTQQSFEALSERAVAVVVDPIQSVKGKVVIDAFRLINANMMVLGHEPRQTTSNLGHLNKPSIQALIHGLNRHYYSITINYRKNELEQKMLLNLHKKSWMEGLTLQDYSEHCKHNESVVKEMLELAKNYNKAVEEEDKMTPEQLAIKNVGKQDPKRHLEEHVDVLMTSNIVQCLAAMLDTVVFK
# NadD inh: inhibitors of Staphylococcus aureus NadD | purified NadD enzyme, colorimetric absorbance read-out | inhibition, % at 20 µM | 0.78% of 360,000 active; in the data active means inhibition above about 26%; further: some compounds past the cut are filed as inactive
# CSN inh: CSN deneddylation inhibition; Purified CSN, SCF-Nedd8-OG deneddylation, fluorescence polarization; inhibition, % at 12.5 µM; Q92905; 0.38% of 360,000 active;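 active means pattern-corrected inhibition above about 35%, with an unprinted fluorescence ratio check between 0.5 and 1.5, limit read from the data, passing the limit was not always enough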;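 further: 0% = enzyme with substrate and 100% = substrate without enzyme; some results filed as inactive read as strong as hits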
#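 test system = HEK293T-derived human Csn5 enzyme | amount = 0.24 nM Csn5 enzyme, final concentration | medium = Tris/NaCl/DTT buffer, pH 7.5 | schedule = 90 min reaction at room temperature | signal = FP | evaluation = inhibition of Csn5 cleavage, % | compound dosing = single dose of 12.5 µM compound with 0.25% DMSO | probe or stimulus = 10 nM SCFSkp2-Nedd8OG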
# MT1-MMP act inh: blocks activation of human MT1-MMP. P50281. AID 651647. GFP/RFP ratio change, % at 20 µM. 0.061% of 360,000 active. HT1080 RFP-PRO-GFP cells, GFP/RFP ratio fluorescence, overnight; percent of plate control window, DMSO zero;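 active means GFP/RFP ratio change of at least 30% with cell ATP level not reduced by more than half and red fluorescence within 50% of control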; further: strong numbers were not always called active
#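 system = RFP-PRO-GFP reporter HT1080 cells | dosing = 20 µM single dose, 1% DMSO | timing = overnight cell settling, then overnight compound exposure, 37 °C, 5% CO2 | read-out basis = GFP/RFP fluorescence ratio | controls = DMSO and RFP-L50D-GFP cell wells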
# FAS TE block: blocks the thioesterase domain of human fatty acid synthase. AID 602261. inhibition, % at 15 µM. 0.67% of 360,000 active. recombinant FAS-TE, OMFH fluorogenic substrate, fluorescence endpoint;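 active means compounds whose normalised, plate-corrected inhibition of enzyme fluorescence in the single-dose primary screen is 50% or more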;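 further: 0% = DMSO with enzyme and 100% = substrate without enzyme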
# Starred values were filed as active, the others as inactive; i = inactive; / = no result given; + = active, no number.
SMILES,SKN-1 block,Neddylation inh,Rin1-Abl PPI inh,MLLE-PAM2 inh,Rpn11 inh,NadD inh,CSN inh,MT1-MMP act inh,FAS TE block
N#CC1=C(N)Oc2cc(O)ccc2C1c1ccccc1 (stereo not given),-1,i,-2,-7,i,0,1,-11,3
Cc1cc(Nc2cccc(Br)c2)c2ccccc2n1,4,i,3,-10,i,0,2,10,-2
CC(=O)Nc1ccc(NC(=O)COC(=O)c2ccc(S(=O)(=O)N(C)c3ccccc3)cc2)cc1,-12,i,2,-7,i,5,-1,1,0
COc1ccc(N(S(=O)(=O)c2ccccc2)S(=O)(=O)c2ccccc2)c(N)c1,-3,i,1,6,i,-10,-5,-6,16
O=S(=O)(CC(CN1CCCCC1)N1CCCCC1)c1ccc2ccccc2c1 (stereo not given),-1,i,1,-2,i,2,-3,-12,0
COC(=O)c1cnc(Nc2nc(C(N)Cc3ccc(OC)cc3)cs2)nc1C(F)(F)F (stereo not given),20,i,0,-8,i,9,-3,3,-16
CC(C)C(NC(=O)C(C)N1C(=O)c2ccccc2C1=O)c1ccccc1 (stereo not given),-8,i,0,5,i,-9,-6,0,-2
COc1ccc(C(=O)NCCc2ccc(C)cc2)cc1OC1CCN(C(C)=O)CC1,2,i,-2,-2,i,-3,-2,2,-7
Cc1ccc(S(=O)(=O)CCC(=O)Nc2cccc(Cl)c2)cc1,0,i,6,8,i,-3,-6,0,-3
CCCCn1nc(C(=O)Nc2ccc3c(c2)OCCO3)c2ccccc2c1=O,-12,i,-1,9,i,-10,-1,-3,25
O=C(Cn1cc(C(F)(F)F)ccc1=O)N/N=C/c1ccccc1,0,i,-2,23,i,-2,-2,2,2
Cc1ccc(-c2cnc(C(O)c3ccc(Cl)c(Cl)c3)[nH]2)cc1 (stereo not given),21,i,-1,12,i,-1,6,4,25
CN(C)C(=O)CCc1ccc2c3c([nH]c2c1)[C@]1(CCC2CCCC2)[C@@H](C(=O)N2CCOCC2)C[C@H](CC(=O)NCCc2ccccn2)C(=O)N1CC3,-6,i,0,17,i,0,-3,3,14
Cc1ccc(Cc2c(-c3cccc(Br)c3)nc3c(Cl)cc(C(F)(F)F)cn23)cc1,9,i,/,/,/,11,4,2,16
O=C(C(=NNc1ccccc1)C(=S)Nc1ccccc1)c1ccccc1,0,i,1,14,i,6,-3,0,34
CC(=O)Nc1ccc(S(=O)(=O)NCCC(=O)NCc2ccncc2)cc1,27,i,-2,3,i,-3,0,-2,-6
Cc1cc(C(=O)NCCc2ccc(S(N)(=O)=O)cc2)no1,7,i,0,1,i,6,2,4,-5
COc1cc(CNc2cccc(F)c2)cc(Br)c1O,-11,i,0,-1,i,10,4,3,7
CCN(CC)CCN(C(=O)c1cc2c(ccc3ccccc32)oc1=O)c1nc2cc3c(cc2s1)OCCO3,0,+,0,11,i,10,2,9,-2
COC(=O)c1ccc(C)cc1C1CN=NC12Cc1cc(C)ccc1C2=O (stereo not given),9,i,4,7,i,3,-3,-3,8
CC(=O)Nc1ccc(-c2ccnc3c2CC(C)(C(=O)NCc2ccc(N(C)C)cc2)O3)cc1 (stereo not given),6,i,0,-8,i,-2,-3,-1,-1
CCc1cccc2c1Sc1ccccc1CC2N1CCNCC1 (stereo not given),-19,i,2,-6,i,-19,-7,-14,-33
CCOC(=O)C1Nc2c(cc(C(F)(F)F)cc2[N+](=O)[O-])C2c3ccccc3CC12 (stereo not given),-33,i,-1,17,i,-3,-5,-5,23
CN(C)CCCN1C(=O)c2cccc3c([N+](=O)[O-])ccc(c23)C1=O,-12,i,-13,57*,i,-1,-33,-84,-131
CCN(CC)CCNC(=O)COc1ccc(Cl)cc1Cl,-1,i,1,10,i,-4,5,2,-6
Cc1ccc(Cl)cc1NC(=O)CCC(=O)O,5,i,-3,-2,i,1,-2,-2,-3
COc1ccc(NC(=O)C(=O)c2cn(CC(=O)N3CCCC3)c3ccccc23)cc1OC,-23,i,-1,7,i,-1,5,6,4
CCC1N=C(SC)NC(C)=C1C(=O)c1ccccc1 (stereo not given),19,i,-1,-130,i,21,-2,4,-2
Cc1cccc(NC(=O)c2ccc3c(c2)C(=O)N(c2ccccn2)C3=O)c1C,-2,i,1,1,i,-3,2,0,-8
CCCC(=O)N(Cc1cc(=O)[nH]c2ccccc12)c1ccccc1,-25,i,2,7,i,-8,7,1,-6
CCOC(=O)c1c(NC(=O)CSc2ncccn2)sc2c1CC(C)(C)NC2(C)C,10,i,0,-12,i,-8,0,-1,-1
CC1CC(C)CN(S(=O)(=O)N2CCCC(C(=O)NC(C)c3ccccc3)C2)C1 (stereo not given),-10,i,3,7,i,-4,1,0,5
CCOc1ccccc1N(CC(=O)NC1CCCC1)C(=O)CCCC(=O)Nc1ccccn1,-9,i,-2,15,i,0,1,2,-5
Cc1cccc(C)c1NC(=O)C1(C)CN(S(C)(=O)=O)CC(=O)N1Cc1ccco1 (stereo not given),13,i,/,/,/,/,1,0,/
Cc1nc2c(ncn2-c2ccccc2)c(=O)n1NC(=O)CN1CCN(C)CC1,2,i,-2,-2,i,-3,-1,0,-8
CCOc1ccc(/C(CCC(=O)O)=N/NC(=O)c2cccc(S(=O)(=O)Nc3ccccc3OC)c2)cc1,5,i,1,3,i,8,-1,0,-2
O=C(Nc1ccc(NC(=O)c2ccco2)cc1)c1ccco1,34,i,0,6,i,1,2,-4,-6
Cc1ccc(OC(=O)c2ccc(Br)o2)cc1,1,i,-4,-12,i,-2,1,4,5
O=C(N/N=C/C=C/c1ccccc1[N+](=O)[O-])c1cc(-c2ccccc2)n[nH]1,14,i,-5,10,i,15,0,1,10
CC(=O)N1c2ccc(S(=O)(=O)NCCc3ccc(S(N)(=O)=O)cc3)cc2CC1C (stereo not given),14,i,-4,-1,i,-1,-1,0,-4

# Entries of single compounds from above. Order of values: SKN-1 block, Neddylation inh, Rin1-Abl PPI inh, MLLE-PAM2 inh, Rpn11 inh, NadD inh, CSN inh, MT1-MMP act inh, FAS TE block
# `O=C(N/N=C/C=C/c1ccccc1[N+](=O)[O-])c1cc(-c2ccccc2)n[nH]1` as listed: 14, i, -5, 10, i, 15, 0, 1, 10
# `Cc1nc2c(ncn2-c2ccccc2)c(=O)n1NC(=O)CN1CCN(C)CC1` as listed: 2, i, -2, -2, i, -3, -1, 0, -8

# The listing continues:
SMILES,SKN-1 block,Neddylation inh,Rin1-Abl PPI inh,MLLE-PAM2 inh,Rpn11 inh,NadD inh,CSN inh,MT1-MMP act inh,FAS TE block
Cc1nn(CC(=O)N(C)C)c(C)c1S(=O)(=O)N1CCOCC1,8,i,1,6,i,0,-2,2,-7
CCCCn1c(N)c(N(CC(C)C)C(=O)c2ccc(Br)o2)c(=O)[nH]c1=O,7,i,-2,-2,i,-1,0,-3,-6
Cc1cccc(N2N=C(C(=O)O)CCC2=O)c1,0,i,5,-1,i,-1,-2,0,-5
O=C(NC(=S)NC1CCSC1=O)c1ccccc1Cl (stereo not given),-12,i,-1,19,i,-1,-2,2,-2
CN1CCn2cnc(C(=O)Nc3ccc(CNC(=O)OC(C)(C)C)cc3)c2C1=O,-12,i,-1,-4,i,4,5,0,-5
CCC[C@H]1CC(=O)C=C(c2ccc(OC)cc2)ON1C(=O)OC(C)(C)C,-17,i,-1,2,i,-3,1,0,17
CC(C)C[C@H]1CN(CCCC[C@H]2CNC(=O)C(=O)N2CC2CCCCC2)C(=O)C(=O)N1CCc1ccc(O)cc1,6,i,/,/,/,12,1,3,-7
CN1C(=S)SC(C)(C)C1/[N+]([O-])=C/c1cccnc1 (stereo not given),1,i,0,10,i,0,2,-1,-4
COC(=O)C(C(=O)Nc1nc2ccccc2s1)C1CCCC1 (stereo not given),-16,i,1,5,i,-7,1,-2,16
Cc1nnc(SCC(=O)NC(=O)NCCC(C)C)s1,-3,i,4,-14,i,2,-14,-1,-6
CN1CCCCCC1C(=O)N1CCC(N2CCC(C(=O)N3CCOCC3)CC2)CC1 (stereo not given),-11,i,1,15,i,-5,2,-5,-6
CC(C)c1ccc(C2C(C(=O)c3ccco3)=C(O)C(=O)N2CC2CCCO2)cc1 (stereo not given),-3,i,0,-3,i,4,-2,-4,4
CCOc1ccc(OCCOC(=O)CN2C(=O)NC3(CCCC3)C2=O)cc1,-3,i,-2,3,i,-4,-1,3,1
S=c1[nH]nc(-c2ccccn2)n1/N=C/c1ccc(Br)s1,0,i,-2,-35,i,15,4,2,-13
CN(c1cccc(NC(=O)c2ccccc2N(C)S(=O)(=O)c2ccccc2)c1)S(C)(=O)=O,7,i,-5,11,i,-4,-3,3,-5
COc1ccc(C2C(C(=O)c3sc(C)nc3C)=C(O)C(=O)N2CCN(C)C)cc1OC (stereo not given),9,i,-1,3,i,7,-5,2,-9
O=C(NC1CC1)C1CC(=O)N(c2cccc(Cl)c2Cl)C1 (stereo not given),14,i,2,0,i,3,-1,-3,-8
O=[N+]([O-])c1ccccc1S(=O)(=O)Nc1ccn(Cc2c(F)cccc2Cl)n1,4,i,-2,-5,i,0,1,-4,-3
Cc1onc(-c2ccccc2)c1NC(=O)N(CCC#N)Cc1ccccc1,-12,i,0,-3,i,0,2,-1,-5
C=CC#CC[N+]1(CC#Cc2ccccc2)CCOCC1,2,i,1,-145,+,44*,166*,-4,-8

# Sorted by the number under NadD inh (lowest first): some entries from above
SMILES | NadD inh
COc1ccc(C(=O)NCCc2ccc(C)cc2)cc1OC1CCN(C(C)=O)CC1 | -3
Cc1ccc(OC(=O)c2ccc(Br)o2)cc1 | -2
COc1ccc(NC(=O)C(=O)c2cn(CC(=O)N3CCCC3)c3ccccc23)cc1OC | -1
O=C(NC1CC1)C1CC(=O)N(c2cccc(Cl)c2Cl)C1 (stereo not given) | 3
CCOc1ccc(/C(CCC(=O)O)=N/NC(=O)c2cccc(S(=O)(=O)Nc3ccccc3OC)c2)cc1 | 8
COc1cc(CNc2cccc(F)c2)cc(Br)c1O | 10
Cc1ccc(Cc2c(-c3cccc(Br)c3)nc3c(Cl)cc(C(F)(F)F)cn23)cc1 | 11

# The results go on:
SMILES,SKN-1 block,Neddylation inh,Rin1-Abl PPI inh,MLLE-PAM2 inh,Rpn11 inh,NadD inh,CSN inh,MT1-MMP act inh,FAS TE block
Oc1ccc(Cl)cc1CNCc1cccc2ccccc12,4,i,5,0,i,-2,0,1,7
OC(CNCCN1CCNCC1)Cc1ccccc1 (stereo not given),15,i,0,-5,i,-6,1,-1,-2
CN1C(=O)C(CC(=O)O)S/C1=N\N=C\c1ccc(O)cc1O (stereo not given),-20,i,0,-3,i,-6,-1,2,-7
CCCCC1=CC2=CC(=O)C(C)(OC(=O)CC)C(=O)C2=CN1c1ccc(OC)cc1 (stereo not given),13,i,3,-7,i,10,3,-5,1
Cc1ccc(CSCc2ccc(C(=O)NCCC(C)C)o2)cc1,26,i,-1,-2,i,-3,-2,2,10
C=CCn1cc(C(=O)N2CCN(C)CC2)c(=O)c2cc(S(=O)(=O)N3CCCC3)ccc21,2,i,-3,-13,i,-2,-3,0,-7
COC(=O)c1cc(OC)c(OC)cc1NC(=O)c1cccc(C)c1,6,/,0,13,i,-6,-2,0,-13
CCc1ccc(NC(=O)[C@@H](NC(=O)[C@@H]2Cc3ccccc3CN2)C(C)CC)cc1 (stereo not given in full),-7,i,5,6,i,-10,-1,-5,-2
CCn1c(SCC(=O)N2CCCc3ccccc32)nnc1-c1cccs1,19,i,3,6,i,-5,3,2,-4
Cc1c(C(=O)NCCS(=O)(=O)N2CCN(c3ccccc3F)CC2)cccc1[N+](=O)[O-],-14,i,1,-7,i,-3,-2,1,3
CCOC(=O)[C@H]1[C@H]2COc3cc(OC)ccc3[C@@H]2N2C(=O)CN(Cc3ccc(OC)cc3)C(=O)[C@@]12C,-7,i,-2,-11,i,0,-5,/,-4
